Assay outcomes: PubChem BioAssay, National Center for Advancing Translational Sciences (NCATS)
DT40 TDP1 no CPT: qHTS for Inhibitors of human tyrosyl-DNA phosphodiesterase 1 (TDP1): qHTS in cells in absence of CPT. DT40 Tdp1-/- hTDP1 cells, no CPT, ATP luminescence, 48 h. Potency, µM (highest dose often 46.2 µM), inactives show at the highest dose activity change, negative = growth inhibition, most hits filed as inhibitors. actives 15% (n = 420,000). AID 686978, 2013; note: nearly all actives have a fitted effect of over 55% in size
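Stably hTDP1-transfected Tdp1-null chicken DT40 cells were treated with library compounds minus camptothecin and grown for at least 48 hr at 37 °C, after which cellular ATP was quantified by luminescence.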
KAT2A inh: GCN5L2 (KAT2A) acetyltransferase inhibition | Q92830 | GCN5L2 HAT assay, ThioGlo1 CoA-SH fluorescence | Potency, µM (series often up to 58.9 µM), without a hit: at the highest dose activity change, negative = inhibition, usual class: inhibitors | actives 0.21% (n = 390,000)
Target sequence (Q92830 whole entry, looked up): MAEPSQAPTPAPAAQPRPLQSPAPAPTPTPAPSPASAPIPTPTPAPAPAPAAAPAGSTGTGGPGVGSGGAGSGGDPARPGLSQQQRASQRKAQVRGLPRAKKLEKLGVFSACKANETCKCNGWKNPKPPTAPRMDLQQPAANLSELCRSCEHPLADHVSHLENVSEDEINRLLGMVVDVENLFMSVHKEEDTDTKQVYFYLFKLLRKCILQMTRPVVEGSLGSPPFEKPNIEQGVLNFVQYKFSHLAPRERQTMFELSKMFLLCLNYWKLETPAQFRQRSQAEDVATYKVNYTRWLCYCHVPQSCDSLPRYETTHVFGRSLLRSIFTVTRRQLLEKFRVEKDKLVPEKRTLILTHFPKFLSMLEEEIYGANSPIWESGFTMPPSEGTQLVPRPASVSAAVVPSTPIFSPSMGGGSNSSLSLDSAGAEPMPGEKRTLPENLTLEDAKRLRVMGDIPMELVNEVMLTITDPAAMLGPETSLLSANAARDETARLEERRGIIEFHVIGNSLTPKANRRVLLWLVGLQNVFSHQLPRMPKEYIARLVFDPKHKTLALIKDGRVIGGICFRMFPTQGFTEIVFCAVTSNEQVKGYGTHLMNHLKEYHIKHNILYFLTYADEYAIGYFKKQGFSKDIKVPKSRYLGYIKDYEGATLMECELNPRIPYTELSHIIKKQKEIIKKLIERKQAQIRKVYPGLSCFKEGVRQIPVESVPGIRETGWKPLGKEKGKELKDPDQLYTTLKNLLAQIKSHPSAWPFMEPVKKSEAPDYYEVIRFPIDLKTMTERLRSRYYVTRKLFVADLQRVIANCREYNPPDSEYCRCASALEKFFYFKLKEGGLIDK
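GCN5L2 (20nM final) in 50mM HEPES, 0.1mM EDTA pH 7.5, 0.01% Tween-20 was preincubated 15 min at room temperature with compound, then given ThioGlo1 (50uM), H3(1-25) peptide (75uM) and acetyl-CoA (70uM); CoA-thiol fluorescence (Ex340/Em540) was read at 0 and 20 min.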
TDP1 cell CPT: growth inhibition of DT40 Tdp1-/-;hTDP1 cells with camptothecin (screen for TDP1 inhibitors) | chicken DT40 Tdp1-/-;hTDP1 cells + 20 nM CPT, ATP luminescence, 48 h | Potency, µM (series often up to 46.2 µM), inactives show at the top dose activity change, negative = growth inhibition, actives largely listed as inhibitors | actives 12% (n = 420,000); note: nearly all actives have a fitted effect of over 55% in size
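Chicken DT40 Tdp1-/- cells stably complemented with human TDP1 were seeded at 400 cells/well in medium containing 20 nM camptothecin, exposed to pin-transferred compounds, and grown at 37 °C for at least 48 hr. Viability was read as ATP luminescence.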
Numbers without * were called inactive; ? = inconclusive; . = not tested or not shown; & = joins results of further samples. Calls come from the whole dose curve; as a rule, active = well fitted curve in the direction sought with a large enough effect; inconclusive = small, poorly fitted or top-dose-only effect, or another doubt; inactive = no such curve, though single readings can be large; an effect the other way counts as inactive or inconclusive. % is set by controls: 0 for no effect and ±100 for the full control effect; potency is the fitted concentration of half-maximal effect. Not all compounds are listed; rates above refer to the full screens.

SMILES	DT40 TDP1 no CPT	KAT2A inh	TDP1 cell CPT
NS(=O)(=O)c1ccc(NC(=O)CSc2nnc3n2CCCCC3)cc1	7%	-3%	13%
O=C(COc1ccccc1)Nc1nc(-c2cccnc2)cs1	?	0%	?
O=C1C=CC(=Nc2cccc3c2C(=O)c2ccccc2-3)O1	?	.	-82%
C#CCNC(=O)C1=C[C@H](C(C)(C)C)C[C@H](OCCCCO)O1	-26%	.	-24%
CC1NC(C(=O)O)Cc2c1[nH]c1ccccc21 (centres undefined)	-17%	-28%	-6%
CCN(CC)CCNC(=O)c1ccc2c(c1)NC(=O)c1ccccc1S2	?	-4%	?
CCOC(=O)C1CCN(C2=NC(=O)/C(=C/c3ccc(Cl)cc3)S2)CC1	-10%	-1%	?
COC(=O)c1cc(C)c(C)cc1NC1OC(CO)C(O)C1O (centres undefined)	-4%	.	8%
Cc1ccc(-c2c(C(=O)N/N=C/c3ccco3)nnn2-c2nonc2N)cc1	-3%	-4%	-7%
Cc1ccc(C)c(N2CCN(C(=O)CCn3c(=O)c4cccn4c4cccnc43)CC2)c1	21µM*	-8%	?
Cc1n[nH]c(C)c1S(=O)(=O)N1CCN(C(=O)c2ccco2)CC1	4%	-1%	15%
c1ccc2c(c1)CCOC2CNCCCN1CCCCC1 (centres undefined)	?	-1%	?
COc1ccc(-c2csc(NC(=O)CCCc3cccs3)n2)cc1	-4%	37%	-24%
Cn1nnc2cc(C(=O)NC3CCCCC3)ccc21	-1%	?	5%
CCOC(=O)c1cccc(NC(=O)c2cc(CN3CCOCC3)on2)c1	2%	2%	2%
CC1=NN(C(=O)c2ccc(Cn3ccc([N+](=O)[O-])n3)cc2)C(O)(C(F)(F)F)C1 (centres undefined)	-5%	-1%	-19%
Nc1nc(Nc2ccccc2)nc(NCCO)c1[N+](=O)[O-]	?	-5%	-8%
Cc1ccccc1NC(=O)CCCN1C(=O)C2CC=CCC2C1=O (centres undefined)	14%	1%	6%
Cc1ccccc1Cn1c2ccccc2c2cnn(CC(=O)N3CCN(c4ccccc4)CC3)c(=O)c21	?	-15%	?
CCCCNC(=O)CSc1cc(=O)n(C)c2ccccc12	-29%	-1%	-21%
CCOc1ccc(-n2c(=O)c3c(C)c(C)sc3n(CC(=O)C(C)(C)C)c2=O)cc1	23µM*	-9%	?
Cc1ccc(S(=O)(=O)NCc2c(Cl)cccc2Oc2ccccc2)cc1	-30%	-9%	-13%
COC(=O)c1ccc2nc(NC(=O)C3CC3)sc2c1	?	-5%	-18%
O=C1NC[C@H](Cc2ccccc2)N(C[C@H]2CCCN2C[C@H](Cc2ccc(O)cc2)N2C[C@H](Cc3ccc(O)cc3)N(CC3CCCCCC3)C(=O)C2=O)C1=O	?	.	?
CC(C)c1ccc(NC(=O)C2(C)Cc3c(-c4cccc(C(N)=O)c4)ccnc3O2)cc1 (centres undefined)	?	.	?
O=S(=O)(c1ccc(Cl)cc1)N(CCCN1CCOCC1)Cc1cccs1	-7%	-3%	4%
COc1ccc(/C=N/NC(=O)CCC(=O)Nc2ccc(Br)cc2)c(OC)c1	?	-19%	?
COc1ccc(C)cc1S(=O)(=O)N(CC(=O)O)c1ccc(C)cc1	11%	-1%	21%
O=C(NCc1ccco1)c1ccc(-c2ccc(Cl)cc2)o1	-12%	-5%	-2%
COc1cccc(NC(=O)C2CCN(S(=O)(=O)c3ccc4[nH]c(=O)oc4c3)CC2)c1	4%	?	6%
CN(CC(=O)Nc1ccc(Cl)c(C(F)(F)F)c1)C(=O)C1CSC2(C)CCC(=O)N12 (centres undefined)	18µM*	-1%	?
COc1ccc(CN(Cc2ccccc2)C(=O)c2cccc(C#N)c2)cc1COc1ccc(NC(C)=O)cc1	14µM*	.	8.9µM*
COc1ccc(S(=O)(=O)N2CCCCC2)cc1NC(=O)C1CC(=O)N(c2ccc3c(c2)OCCO3)C1 (centres undefined)	?	0%	?
O=C(CCCN1C(=O)S/C(=C\C=C\c2ccccc2)C1=O)Nc1ccc(C(=O)O)cc1	1%	-14%	-11%
Cc1ccc(CN2CCNC(=O)C2CC(=O)N(C)Cc2cnccn2)cc1 (centres undefined)	7%	-1%	3%
CN(C)c1ncc2nc(-c3ccccc3)c(=O)n(CCC#N)c2n1	-2%	-7%	-5%
COC(=O)C(Cc1ccc(O)cc1)NC(=O)C(C)Oc1ccccc1 (centres undefined)	1%	-15%	-20%
CCc1cc2cc(C)c(C)cc2nc1SCC(=O)Nc1cc(C)on1	-15%	-4%	-1%
CCOc1ccc(C(=O)COC(=O)CC)cc1	-14%	-2%	-25%
CCOc1ccc(Oc2nc(C)cc(OC)n2)nn1	-6%	0%	-6%

Pulled one by one from the list above, six records:
SMILES	DT40 TDP1 no CPT	KAT2A inh	TDP1 cell CPT
CCOC(=O)C1CCN(C2=NC(=O)/C(=C/c3ccc(Cl)cc3)S2)CC1	-10%	-1%	?
Nc1nc(Nc2ccccc2)nc(NCCO)c1[N+](=O)[O-]	?	-5%	-8%
O=C1NC[C@H](Cc2ccccc2)N(C[C@H]2CCCN2C[C@H](Cc2ccc(O)cc2)N2C[C@H](Cc3ccc(O)cc3)N(CC3CCCCCC3)C(=O)C2=O)C1=O	?	.	?
CCOc1ccc(Oc2nc(C)cc(OC)n2)nn1	-6%	0%	-6%
Cc1ccc(C)c(N2CCN(C(=O)CCn3c(=O)c4cccn4c4cccnc43)CC2)c1	21µM*	-8%	?
c1ccc2c(c1)CCOC2CNCCCN1CCCCC1 (centres undefined)	?	-1%	?

More entries
SMILES	DT40 TDP1 no CPT	KAT2A inh	TDP1 cell CPT
COc1ccc(OC)c(CCNC(=O)c2c(C)oc3ncn(CC(C)C)c(=O)c23)c1	18µM*	-1%	?
O=C1CCCCCCC(=O)[C@H](O)C[C@H](c2ccccc2)O1	-20%	.	-4%
Cc1cc(NC(=O)COC(=O)C2CC(=O)N(c3ccccc3Cl)C2)no1 (centres undefined)	-19%	-7%	8%
O=C(NCc1ccco1)c1c2c(nc3ccccc13)CCC2	21µM*	-10%	15µM*
CCN(c1ccccc1)S(=O)(=O)c1ccc(NC(=O)c2nc(S(C)(=O)=O)ncc2Cl)cc1	1µM*	-8%&-13%	1.2µM*
CCOc1ccc2nc3c(cc2c1)CN(CCOC)C(=NCCOC)S3	?	-6%	?
COc1cc(NC(=O)CSCc2ccc(Cl)cc2Cl)c(C(=O)O)cc1OC	3%	?	3%
CNC[C@@H]1Oc2ccc(NS(=O)(=O)c3ccc(OC)cc3)cc2CC(=O)N([C@H](C)CO)C[C@@H]1C	3%	-3%	-10%
COc1ccc(NC(=O)C2Cc3c(-c4ccccc4Oc4ccccc4)ccnc3O2)cc1 (centres undefined)	?	.	?
O=C(C[C@@H]1C/C=C\CC[C@H](Cc2ccc(F)cc2)C(=O)OC[C@@H]2CCCN2C1=O)NCCO	?	4%	?
Cc1ccc(N(C(=O)c2snc(C(N)=O)c2N)C(C(=O)NCc2ccccc2)c2ccncc2)c(C)c1 (centres undefined)	?	-7%	?
CCCCOC(=O)c1ccc(NC(=O)CSc2nc3c(c(=O)[nH]2)CCC3)cc1	?	-12%	?
CC(C)c1nn2c(=O)cc(COC(=O)c3cccc(NC(=O)c4ccccc4F)c3)nc2s1	?	-2%	?
O=C(OCN1C(=O)c2ccccc2C1=O)c1cccnc1SC(F)F	2%	-2%	9%
CC1(C)CC(=O)C(C=NCCN2CCN(C(=O)C34CC5CC(CC(C5)C3)C4)CC2)=C(O)C1	?	-16%	-20%
COCCCN1C(=O)c2[nH]nc(-c3cc(C)ccc3O)c2C1c1ccc(F)cc1 (centres undefined)	?	-6%	?
C/C(CC(=O)Nc1ccc(C)c(Cl)c1)=N\NC(=O)C1CCCCC1	-7%	-1%	-15%
O=C(CC1Oc2ccccc2NC1=O)NCCCN1CCN(Cc2ccccc2)CC1 (centres undefined)	0%	-3%	12%
CCC(C)C(=O)Nc1nc(C)c(-c2csc(Nc3ccc(Cl)cc3)n2)s1 (centres undefined)	9.2µM*	-21%	16µM*
Cc1cccc(NC(=O)CCSc2ccccn2)c1	-21%	2%	1%
O=C(c1ccco1)N1CCN(Cc2cc(=O)oc3cc(O)ccc23)CC1	-1%	-21%	4%
Cc1onc(-c2c(Cl)cccc2Cl)c1C(=O)c1c[nH]c(C(=O)NC2CC2)c1	-18%	2%	-2%
O=C(CSc1nnc2ccc(-c3ccncc3)nn12)Nc1ccc(F)cc1	-12%	-6%	?
Cc1nc(SCC(=O)NCC2CCCO2)[nH]c(=O)c1C (centres undefined)	0%	-3%	2%
CC(C)CN(CC(C)C)C(=O)c1cc2c(=O)n3ccccc3nc2s1	?	-7%	-26%
O=C(Oc1ccccc1OC(=O)N1CCOCC1)N1CCOCC1	-6%	-3%	-12%
CCN(CC)CCNC(=O)c1c(C)oc2ncn(C)c(=O)c12	-8%	-14%	-23%
O=C(CSc1ncccc1-c1nc2ccccc2[nH]1)N1CCc2ccccc21	?	0%	?
CC(C)CCNC(=S)NC1CCCC1	?	0%	?
COc1cc(C)nc(OCCNC(=O)COc2ccc(Cl)cc2Cl)n1	?	3%	?

2 entries from above, in CSV form.
structure,DT40 TDP1 no CPT,KAT2A inh,TDP1 cell CPT
CC(C)CCNC(=S)NC1CCCC1,?,0%,?
O=C(CSc1nnc2ccc(-c3ccncc3)nn12)Nc1ccc(F)cc1,-12%,-6%,?

Further compounds.
SMILES	DT40 TDP1 no CPT	KAT2A inh	TDP1 cell CPT
O=C1N/C(=N/N=C/c2ccc(O)cc2)SC1Cc1ccccc1 (centres undefined)	-11%	-2%	-32%
CN(CCOC(=O)c1ccc2c(c1)OCCO2)Cc1ccccc1	-16%	0%	-13%
CCOc1ccc(NCc2cccn2-c2nnc(N3CCC(C(=O)NCCCN4C(C)CCCC4C)CC3)s2)cc1 (centres undefined)	?	3%	?
O=C(c1cccnc1)N(Cc1ccccc1)C(c1ccccc1)c1nc2ccccc2[nH]1 (centres undefined)	?	.	-17%
CC1(C)OC2OC(C(=O)N/N=C/c3ccccc3F)C3OC(C)(C)OC3C2O1 (centres undefined)	-3%	1%	1%
O=C(NCCc1ccccc1)C(=O)Nc1nccs1	8%	-2%	3%
O=C(OCC(F)(F)F)c1cccc(COc2ccc3ccccc3c2)c1	-8%	-11%	2%
Cc1ccc(N=C2NC(=O)/C(=C/c3cccnc3)S2)c(C)c1	-21%	-2%	-15%
O=[N+]([O-])c1ccc2oc(-c3ccccc3)nc2c1	-16%	-4%	6%
C=CCN(c1ccc(C(=O)N2CCCC2)cc1)S(C)(=O)=O	-2%	-9%	4%
c1ccc(CNc2ncnc3sc4c(c23)CCCC4)nc1	23µM*	-6%	16µM*
O=C(Nc1ccc2c(c1)OCCO2)c1ccc(NC(=O)C2CCCO2)cc1 (centres undefined)	-13%	1%	-28%
CCOc1ccc(NC(=O)Nc2cccc(C(=O)O)c2)cc1	?	-3%	-20%
Cc1cccc(-c2nn(-c3ccccc3)cc2C(=O)N2CCN(C3CCS(=O)(=O)C3)CC2)c1 (centres undefined)	-6%	-2%	-4%
C/C(=N\NC(=O)COc1ccccc1F)c1cc2ccccc2o1	?	3%	?
COc1ccc(CNC(=O)c2cc3c(=O)n(C)c4ccccc4c3n2C)cc1	-1%	0%	20%
Cc1ccc(NC(=O)COC(=O)Cn2cnc3c2c(=O)n(C)c(=O)n3C)cc1F	4%	-13%	0%
Nc1nc(CSc2ncccn2)nc(Nc2ccccc2)n1	-10%	-2%	-2%
C=CCN1c2ccccc2[C@]23C[C@@H](C(=O)OC)N(C(=O)NCCC)C2=NC(C(=O)OC)=C(C(=O)OC)[C@H]13	-23%	18%	-12%
CCCCOc1ccc(CC(=O)N(C)OC)cc1	-29%	.	-4%

Next part, overlapping the part above by three compounds.
SMILES	DT40 TDP1 no CPT	KAT2A inh	TDP1 cell CPT
Nc1nc(CSc2ncccn2)nc(Nc2ccccc2)n1	-10%	-2%	-2%
C=CCN1c2ccccc2[C@]23C[C@@H](C(=O)OC)N(C(=O)NCCC)C2=NC(C(=O)OC)=C(C(=O)OC)[C@H]13	-23%	18%	-12%
CCCCOc1ccc(CC(=O)N(C)OC)cc1	-29%	.	-4%
CC(=O)c1ccc(N=Nc2ccc(C)cc2)cc1	-19%	-3%	9%
CC(C)c1ccc(/C=C2\C=Cc3ccccc32)cc1	?	.	?
CCOC(=O)C1(C)CCN1C(=O)c1cccc(OC(F)(F)F)c1 (centres undefined)	?	.	?
COc1ccc(Nc2nnc(SC(C(=O)Nc3cc(C)ccc3C)c3ccccc3)s2)cc1 (centres undefined)	21µM*	1%	?
COc1ccccc1Nc1nc(NCCC(C)C)nc(N)c1[N+](=O)[O-]	18µM*	-7%	?
Cc1nc(-c2ccc(F)cc2)c(CC(=O)N2CCN(S(=O)(=O)c3ccccc3Br)CC2)s1	-22%	-5%	?
